Source: PubChem BioAssay
TDP1 cell noCPT = qHTS for Inhibitors of human tyrosyl-DNA phosphodiesterase 1 (TDP1): qHTS in cells in absence of CPT; AID 686978, 2013; DT40 Tdp1-/- hTDP1 cells, no CPT, ATP luminescence, 48 h; Potency, µM (highest dose often 46.2 µM), for inactives: at the highest dose activity change, negative = growth inhibition, actives largely listed as inhibitors; 15% of 420,000 active; also: nearly all actives have a fitted effect of over 55% in size
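Camptothecin absent (DMSO only). Human TDP1-complemented DT40 knockout cells, 400 cells/well, 37 °C for minimum 48 hr; ATP measured via CellTiter-Glo, 30 min dark incubation, luminescence.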
DT40 TDP1 CPT = DT40-hTDP1 cell growth loss with CPT. 12% of 420,000 active. chicken DT40 Tdp1-/-;hTDP1 cells + 20 nM CPT, ATP luminescence, 48 h. Potency, µM (highest dose often 46.2 µM), inactives show at the top dose activity change, negative = growth inhibition, hits mostly inhibitors; also: nearly all actives have a fitted effect of over 55% in size
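Chicken DT40 Tdp1-/- cells stably complemented with human TDP1 were seeded at 400 cells/well in medium containing 20 nM camptothecin, exposed to pin-transferred compounds, and grown at 37 °C for at least 48 hr. Viability was read as ATP luminescence.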
TDP1 inh = blocks human tyrosyl-DNA phosphodiesterase 1. Q9NUW8. recombinant TDP1, AlphaScreen DNA substrate cleavage. Potency, µM (doses to about 130 µM), inactives show at the highest dose activity change, negative = inhibition, most hits filed as inhibitors. 0.28% of 350,000 active. AID 485290; also: nearly all actives have a fitted effect of over 40% in size
Target sequence (Q9NUW8 whole entry, looked up): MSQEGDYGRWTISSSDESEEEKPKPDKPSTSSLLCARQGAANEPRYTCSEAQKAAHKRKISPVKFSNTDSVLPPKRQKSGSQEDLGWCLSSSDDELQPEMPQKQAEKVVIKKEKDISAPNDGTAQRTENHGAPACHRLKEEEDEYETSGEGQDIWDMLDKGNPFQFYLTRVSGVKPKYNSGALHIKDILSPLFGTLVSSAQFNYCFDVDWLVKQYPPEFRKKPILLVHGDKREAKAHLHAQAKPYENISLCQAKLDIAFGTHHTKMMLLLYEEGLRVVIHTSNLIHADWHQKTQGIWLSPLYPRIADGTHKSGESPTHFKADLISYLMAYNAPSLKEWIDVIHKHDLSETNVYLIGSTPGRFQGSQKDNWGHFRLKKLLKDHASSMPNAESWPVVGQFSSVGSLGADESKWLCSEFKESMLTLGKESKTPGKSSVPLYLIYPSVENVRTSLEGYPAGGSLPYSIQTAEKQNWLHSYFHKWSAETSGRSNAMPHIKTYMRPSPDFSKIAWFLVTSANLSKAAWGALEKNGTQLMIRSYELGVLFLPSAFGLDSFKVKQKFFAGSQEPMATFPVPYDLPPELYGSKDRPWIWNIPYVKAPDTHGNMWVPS
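E. coli-derived human Tdp1, 1 nM final. Cpd preinc 15 min RT; substrate 15 nM final, 5 min RT; AS bead mix 10 ug/ml final, 10 min RT. Signal loss = tyrosine-FITC cleavage. No-enzyme wells = max signal.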
The depositor's hits bear a star; & = joins results of further samples; [ ] = another dose, or the depositor's remark. Calls follow the shape of the dose curve; as a rule, active = well fitted curve in the direction sought with a large enough effect; inconclusive = small, poorly fitted or top-dose-only effect, or another doubt; inactive = no such curve, though single readings can be large; an effect the other way counts as inactive or inconclusive. % is scaled to controls: 0 for no effect and ±100 for the full control effect; potency is read from the fitted curve at half-maximal effect. Compounds as they come. Share with any hit: about 18%.

How did O=C1c2ccccc2C(=O)N1CCCCN(C(=O)c1cc([N+](=O)[O-])cc([N+](=O)[O-])c1)c1ccc(Cl)cc1 do in these assays?
TDP1 cell noCPT: inconclusive; DT40 TDP1 CPT: -26%; TDP1 inh: 11%

Results for CN(C)Cc1c(C(=O)N/N=C/c2cccc(OCc3ccccc3)c2)nnn1-c1nonc1N ?
TDP1 cell noCPT: -6%; DT40 TDP1 CPT: -27%; TDP1 inh: 3%

What do the screens show for `COCCCNS(=O)(=O)c1ccc(OC)c(Cl)c1Cl`?
TDP1 cell noCPT: -2%; DT40 TDP1 CPT: -6%; TDP1 inh: -4%

Results for S=c1[nH]ncn1NCc1ccc(Cl)cc1Cl ?
TDP1 cell noCPT: -4%; DT40 TDP1 CPT: 4%; TDP1 inh: 0%

How did COc1ccc(CN2CCOCC2)cc1Br do in these assays?
TDP1 cell noCPT: 21%; DT40 TDP1 CPT: 1%; TDP1 inh: 1%

Results for CCNc1sc(S(C)(=O)=O)nc1S(=O)(=O)c1ccc(Cl)cc1 ?
TDP1 cell noCPT: -4%; DT40 TDP1 CPT: -15%; TDP1 inh: 3%

How did O=C(CSc1n[nH]c(=O)[nH]c1=O)N/N=C/C=C/c1ccccc1 do in these assays?
TDP1 cell noCPT: -5%; DT40 TDP1 CPT: 3%

What do the screens show for `CCOC(=O)CCSc1nc(C)c2cc(OC)ccc2n1`?
TDP1 cell noCPT: -8%; DT40 TDP1 CPT: -19%; TDP1 inh: 0%

How did CCOC(=O)c1[nH]c(C)c(C(=O)NC(C)(C)C)c1C do in these assays?
TDP1 cell noCPT: -4%; DT40 TDP1 CPT: -5%; TDP1 inh: 1%

What do the screens show for `Cc1ccc2c(c1)N(CC(=O)NC1CCCC1)C(=O)C(C)O2` (centres undefined)?
TDP1 cell noCPT: 2%; DT40 TDP1 CPT: 6%

How did O=C(Nc1ccc(-c2nc3ccccc3o2)c(O)c1)c1cc(Cl)ccc1Cl do in these assays?
TDP1 cell noCPT: inconclusive; DT40 TDP1 CPT: inconclusive; TDP1 inh: 2%[12.3 µM]

How did CCOc1ccccc1Nc1nnc(-c2cc3cc(Cl)ccc3oc2=O)s1 do in these assays?
TDP1 cell noCPT: 2.3µM*; DT40 TDP1 CPT: 2.3µM*; TDP1 inh: 4%

How did CC(OC(=O)/C=C/c1ccc(Br)cc1)C(=O)N1CCOCC1 (centres undefined) do in these assays?
TDP1 cell noCPT: -21%; DT40 TDP1 CPT: -17%; TDP1 inh: -1%

How did CC(C)C[C@H]1COCCS(=O)(=O)N1Cc1ccc(Cl)c(Cl)c1 do in these assays?
TDP1 cell noCPT: inconclusive; DT40 TDP1 CPT: inconclusive

How did Cc1ccc(S(=O)(=O)NCC(=O)OCN2C(=O)c3ccccc3C2=O)cc1 do in these assays?
TDP1 cell noCPT: 21µM*; DT40 TDP1 CPT: inconclusive; TDP1 inh: 2%

Results for O=C(C1=NN(c2ccccc2)C2C(=O)N(c3ccccc3)C(=O)C12)c1ccccc1 (centres undefined) ?
TDP1 cell noCPT: 7%; DT40 TDP1 CPT: 6%; TDP1 inh: 3%

How did Cc1cccc(NC(=O)N2CCC(NC(=O)c3ccco3)CC2)c1 do in these assays?
TDP1 cell noCPT: -4%; DT40 TDP1 CPT: 8%; TDP1 inh: -1%

How did Cc1c(C)n(CC(O)CSc2ccccc2)c2ccccc12 (centres undefined) do in these assays?
TDP1 cell noCPT: inconclusive; DT40 TDP1 CPT: inconclusive

Results for Clc1ccc(-c2cn(-c3ccc(Cl)cc3)c3[n+]2CCCCC3)cc1 ?
TDP1 cell noCPT: 7.3µM*; DT40 TDP1 CPT: 8.2µM*; TDP1 inh: -3%

Results for O=C(Nc1ncc([N+](=O)[O-])s1)C1CC(=O)N(c2ccc(F)cc2)C1 (centres undefined) ?
TDP1 cell noCPT: -27%; DT40 TDP1 CPT: inconclusive

Results for CCCCOC(=O)c1ccc(NC(=O)CSc2nnnn2C)cc1 ?
TDP1 cell noCPT: inconclusive; DT40 TDP1 CPT: 3%; TDP1 inh: -3%

How did Cn1ccnc1SCC(=O)Nc1ccc2c(c1)OCCO2 do in these assays?
TDP1 cell noCPT: 17%; DT40 TDP1 CPT: 15%; TDP1 inh: 4%

How did O=C(COC(=O)c1n[nH]c2ccccc12)NC(=O)NCc1ccco1 do in these assays?
TDP1 cell noCPT: -8%; DT40 TDP1 CPT: -17%; TDP1 inh: 6%

Results for Cc1ccc(-c2ccc(=O)n(CC(=O)NCCN(CC(C)C)CC(C)C)n2)cc1 ?
TDP1 cell noCPT: -20%; DT40 TDP1 CPT: inconclusive

Results for CCS(=O)(=O)NCCc1ccc(OC)c(OC)c1 ?
TDP1 cell noCPT: -19%; DT40 TDP1 CPT: -8%; TDP1 inh: 3%

How did Fc1cccc2sc(Nc3nc4cc5c(cc4s3)OCCO5)nc12 do in these assays?
TDP1 cell noCPT: inconclusive; DT40 TDP1 CPT: inconclusive; TDP1 inh: 8%

Results for CCOc1ccc(NC(=O)c2ccc(NC(=O)c3ccccc3Br)cc2)cc1 ?
TDP1 cell noCPT: inconclusive; DT40 TDP1 CPT: -14%; TDP1 inh: -7%

How did COc1ccc(C2CC(c3ccc(C)o3)=NN2C(C)=O)cc1 (centres undefined) do in these assays?
TDP1 cell noCPT: -16%; DT40 TDP1 CPT: 8%; TDP1 inh: 3%

What do the screens show for `CC(C)c1ccc(/C=C(\C#N)c2nc(-c3ccc(O)cc3)cs2)cc1`?
TDP1 cell noCPT: 2.6µM*; DT40 TDP1 CPT: 3.3µM*; TDP1 inh: -1%[12.3 µM]

Results for COc1ccc(OC)c(Nc2nc(C3CC3)nc3c2nnn3Cc2ccccc2)c1 ?
TDP1 cell noCPT: inconclusive; DT40 TDP1 CPT: -16%; TDP1 inh: -4%

What do the screens show for `CCOC(=O)C1=C(O)C(=O)N(Cc2ccccc2)C1`?
TDP1 cell noCPT: inconclusive; DT40 TDP1 CPT: inconclusive; TDP1 inh: 19%[56.1 µM]

What do the screens show for `O=C(Nc1ncccc1Cl)c1ccc2c(c1)OCCO2`?
TDP1 cell noCPT: -1%; DT40 TDP1 CPT: 8%; TDP1 inh: 6%

What do the screens show for `CCC(C)N1CC(O)=C(c2nc3ccccc3[nH]2)C1=N` (centres undefined)?
TDP1 cell noCPT: inconclusive; DT40 TDP1 CPT: 23µM*; TDP1 inh: 8%

What do the screens show for `O=C(O)C(CCC(C(=O)O)c1ccccc1)c1ccccc1` (centres undefined)?
TDP1 cell noCPT: -15%; DT40 TDP1 CPT: 16%

How did Cc1cc(C)nc(NNS(=O)(=O)c2c(F)cc(F)cc2Br)n1 do in these assays?
TDP1 cell noCPT: inconclusive; DT40 TDP1 CPT: inconclusive; TDP1 inh: 0%

What do the screens show for `O=C(CCC1CCCCC1)Nc1nnc(C(F)(F)F)s1`?
TDP1 cell noCPT: inconclusive; DT40 TDP1 CPT: -22%

How did CCN(CC(=O)Nc1ccc(NC(C)=O)cc1)C(=O)/C=C/c1cn(-c2ccccc2)nc1-c1ccc(C)cc1 do in these assays?
TDP1 cell noCPT: 21µM*; DT40 TDP1 CPT: inconclusive; TDP1 inh: 4%

Results for COc1ccc(N2CCN(C(=O)COC(=O)CNC(=O)c3ccc(Cl)cc3Cl)CC2)cc1 ?
TDP1 cell noCPT: -24%; DT40 TDP1 CPT: -20%; TDP1 inh: 7%

What do the screens show for `O=C(Nc1ccccc1C(=O)Nc1cccnc1)c1ccccc1`?
TDP1 cell noCPT: inconclusive; DT40 TDP1 CPT: 12%; TDP1 inh: 0%

How did CC(CNC(=O)CN1C(=O)CCSc2ccccc21)c1ccccc1 (centres undefined) do in these assays?
TDP1 cell noCPT: inconclusive; DT40 TDP1 CPT: 56%[activator]

What do the screens show for `CC(C)CCOc1ccc(C(=O)N2CCN(c3ncccn3)CC2)cc1`?
TDP1 cell noCPT: 18%; DT40 TDP1 CPT: -3%

Results for Cc1ccc(NCc2nnc3n2CCCCC3)c(C)c1 ?
TDP1 cell noCPT: inconclusive; DT40 TDP1 CPT: -6%; TDP1 inh: 3%

What do the screens show for `O=C(Nc1ccccc1C(=O)NCc1ccco1)Nc1cccc2ccccc12`?
TDP1 cell noCPT: 12µM*; DT40 TDP1 CPT: 21µM*; TDP1 inh: -2%

What do the screens show for `CCN(CC)C(=O)CP(=O)(c1ccccc1)c1ccccc1`?
TDP1 cell noCPT: -3%; DT40 TDP1 CPT: 8%; TDP1 inh: 1%

What do the screens show for `C[C@@H]1C=C[C@](Cc2ccccc2)(C(=O)NCC2CC2)N1C(=O)c1ccccc1`?
TDP1 cell noCPT: 9.2µM*; DT40 TDP1 CPT: 18µM*; TDP1 inh: 4%&4%

How did O=C(CCNC(=O)N1CC(=O)Nc2ccccc21)NCc1cccc(Cl)c1 do in these assays?
TDP1 cell noCPT: inconclusive; DT40 TDP1 CPT: 6%; TDP1 inh: 1%

Results for Cc1ccc(N(C(=O)c2cccs2)C2C=CS(=O)(=O)C2)cc1 (centres undefined) ?
TDP1 cell noCPT: -15%; DT40 TDP1 CPT: -22%; TDP1 inh: -5%

How did COc1ccc(-c2nnc(C3CCN(S(=O)(=O)c4ccccc4)CC3)o2)cc1 do in these assays?
TDP1 cell noCPT: inconclusive; DT40 TDP1 CPT: inconclusive

What do the screens show for `COc1ccc(C)cc1NC(=O)c1cc2c(s1)-c1ccccc1SC2`?
TDP1 cell noCPT: inconclusive; DT40 TDP1 CPT: inconclusive; TDP1 inh: -8%

What do the screens show for `O=C(Nc1ccc(N2C(=O)c3cccc4cccc(c34)C2=O)cc1)c1ccc(N2CCCCC2)c([N+](=O)[O-])c1`?
TDP1 cell noCPT: 7.3µM*; DT40 TDP1 CPT: inconclusive; TDP1 inh: -2%

Results for CC(=O)Nc1cc(NC(C)=O)ncn1 ?
TDP1 cell noCPT: -8%; DT40 TDP1 CPT: 9%; TDP1 inh: 11%

What do the screens show for `CN(CC(=O)NCCc1ccccc1)CC(=O)Nc1cccc(F)c1`?
TDP1 cell noCPT: -25%; DT40 TDP1 CPT: -29%; TDP1 inh: 0%

Results for CC(=O)Nc1ccc(SCCC2CCCCN2C)cc1 (centres undefined) ?
TDP1 cell noCPT: 1%; DT40 TDP1 CPT: 6%

Results for CCN(CC)c1ccccc1/C=C/[n+]1ccc(CCCCI)c2ccccc21 ?
TDP1 cell noCPT: 0.56µM*; DT40 TDP1 CPT: 0.63µM*

What do the screens show for `c1nc(Nc2ccc(N3CCOCC3)cc2)c2ccsc2n1`?
TDP1 cell noCPT: inconclusive; DT40 TDP1 CPT: inconclusive; TDP1 inh: 8%

How did O=C(/C=C/c1c(F)cccc1Cl)N1CCOCC1 do in these assays?
TDP1 cell noCPT: 1%; DT40 TDP1 CPT: 7%; TDP1 inh: 0%

Results for Cc1ccc(CNS(=O)(=O)c2ccc(C)s2)cc1 ?
TDP1 cell noCPT: -8%; DT40 TDP1 CPT: 23%; TDP1 inh: -2%

Results for CC(C)(C)c1cc(CCC(=O)NNC(=O)c2ccco2)cc(C(C)(C)C)c1O ?
TDP1 cell noCPT: inconclusive; DT40 TDP1 CPT: -8%; TDP1 inh: 3%

Entries from the list above containing an aryl thioether with sulfur outside any ring:
How did O=C(CSc1n[nH]c(=O)[nH]c1=O)N/N=C/C=C/c1ccccc1 do in these assays?
TDP1 cell noCPT: -5%; DT40 TDP1 CPT: 3%

What do the screens show for `CCOC(=O)CCSc1nc(C)c2cc(OC)ccc2n1`?
TDP1 cell noCPT: -8%; DT40 TDP1 CPT: -19%; TDP1 inh: 0%

How did Cc1c(C)n(CC(O)CSc2ccccc2)c2ccccc12 (centres undefined) do in these assays?
TDP1 cell noCPT: inconclusive; DT40 TDP1 CPT: inconclusive

Results for CCCCOC(=O)c1ccc(NC(=O)CSc2nnnn2C)cc1 ?
TDP1 cell noCPT: inconclusive; DT40 TDP1 CPT: 3%; TDP1 inh: -3%

How did Cn1ccnc1SCC(=O)Nc1ccc2c(c1)OCCO2 do in these assays?
TDP1 cell noCPT: 17%; DT40 TDP1 CPT: 15%; TDP1 inh: 4%

Results for CC(=O)Nc1ccc(SCCC2CCCCN2C)cc1 (centres undefined) ?
TDP1 cell noCPT: 1%; DT40 TDP1 CPT: 6%
